Screens from PubChem.
EPAC1 antagonist: qHTS for Antagonist of cAMP-regulated guanine nucleotide exchange factor 3 (EPAC1): primary screen. AID 720709, 2013. 360,000 tested, 0.14% active. Potency, µM (highest dose often 115 µM), for inactives: at the highest dose activity change, negative = inhibition, most hits filed as inhibitors. EPAC1 GEF assay, Rap1b-BODIPY-GDP exchange fluorescence;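 further: potency means the concentration at half of the fitted maximal effect; plate controls were vehicle for no effect and positive control for full effect; nearly all actives have a fitted effect of over 50% in size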
GLP1R ag: qHTS of GLP-1 Receptor Agonists. Glucagon-like peptide 1 receptor (Homo sapiens), P43220. HEK293 GLP-1R CRE-luciferase, luminescence, 4-6 h; cells express a hypersensitive GLP-1R form. Potency, µM (titrated, usually from 45.6 µM), for the others: at the highest dose activation, hits mostly activators. 380,000 tested, 0.007% active; further: potency means the concentration at half of the fitted maximal effect; % of control where 0% means no effect
IL-2 act: qHTS of IL-2 Activators; activation, % (series mostly up to about 46 µM); IL-2 activation reporter assay, cell-based qHTS; stimulated with anti-CD3/CD4/CD28 beads; in transgenic mouse T cells; 360,000 tested, 0.065% active; in the data active means activation above about 50%; inconclusive means mostly about 30% to 49%; further: 0% is about no effect
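Readout is EGFP and DsRed signal by fluorescent plate cytometry after 18 h at 37 degrees C. Transgenic mouse T cells (750/well) received compound for 60 min before bead stimulation (anti-CD3, anti-CD4, anti-CD28); memory T cells served as non-tolerant control.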
GLP1R inv ag: qHTS of GLP-1 Receptor Inverse Agonists (Inhibition Mode); HEK293 GLP-1R CRE-luciferase, luminescence, 24 h; GLP-1R form is constitutively active; Potency, µM (highest dose often 38.3 µM), for inactives: top-dose activity change, negative = inhibition, usual class: inhibitors; 410,000 tested, 1.6% active; AID 624417, 2012; further: potency means the concentration at half of the fitted maximal effect; on the % scale 0 is the no-effect control and ±100 the full control effect; nearly all actives have a fitted effect of over 55% in size
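GLP-1R inverse agonism mode: basal reporter luminescence in engineered HEK293 cells measured after one day of compound exposure at 37 deg C, with a 12 min room-temperature detection step.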
HEK293 tox: qHTS of GLP-1 Receptor Inverse Agonists: Cytotox Screen. HEK293 cAMP-luciferase reporter cells, luminescence, 24 h. Potency, µM (doses to about 38.3 µM), without a hit: at the highest dose activity change, negative = inhibition, hits mostly inhibitors. 410,000 tested, 0.13% active. AID 624418, 2012;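 further: loss of luciferase light is scored as toxicity; potency means the concentration at half of the fitted maximal effect; on the % scale 0 is the no-effect control and ±100 the full control effect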
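Seeding density was 200 cells/uL; after overnight-length (12 h) culture, 23 nL compounds went on for 24 h at 37 °C. Readout used a luciferase detection reagent, luminescence taken after 12 min at room temperature.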
EPAC1 agonist: qHTS for Agonist of cAMP-regulated guanine nucleotide exchange factor 3 (EPAC1): primary screen. Rap guanine nucleotide exchange factor 3 (Homo sapiens), O95398. 360,000 tested, 0.073% active. EPAC1 agonist qHTS, biochemical assay; response scale: 100% = response to 6.5 mM cAMP. Potency, µM (series often up to 154 µM), without a hit: top-dose activation, most hits filed as activators; further: potency means the concentration at half of the fitted maximal effect; nearly all actives have a fitted effect of over 60% in size
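Read-out is the fluorescence drop as BODIPY-GDP leaves Rap1B (480 nm excitation, 540 nm emission), recorded every 5 minutes over 30 minutes. Reactions held 100 nM EPAC1, 250 nM Rap1B–BODIPY-GDP and 50 uM GDP, with 6.5 mM cAMP setting full activation.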
PTHR1 ag: qHTS for PTHR1 Agonists: Primary Screen | Potency, µM (doses to about 115 µM), without a hit: at the top dose activation, actives largely listed as activators | HEK293 GP2 PTHR1 cells, GloSensor cAMP luminescence, 1 h | AID 743266, 2014 | 410,000 tested, 0.075% active; further: potency means the concentration at half of the fitted maximal effect; nearly all actives have a fitted effect of over 55% in size; some results filed as inactive show a strong effect at the top dose; inactives centre near -15; many of its hits are not listed in these tables
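HEK-293-derived GP2 cells expressing PTHR1 and a GloSensor cAMP reporter, 3,000/well, plated overnight, given luciferin plus IBMX (each 0.5 mM as added) for 1 h at 37 °C, then compound for 1 h at 37 °C. Luminescence was read after 15 min at room temperature.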
PI5P4Ka inh: qHTS for Inhibitors of phosphatidylinositol 5-phosphate 4-kinase (PI5P4K). Phosphatidylinositol 5-phosphate 4-kinase type-2 alpha (Homo sapiens), P48426. PI5P4Kalpha enzyme, ADP-Glo luminescence, 60 min; hits give low values. max response, %. 330,000 tested, 1.2% active. AID 652105, 2013; active means max response of -50% or lower; inconclusive means between -30% and -50%; inactive means -30% or higher; further: value at the top dose of about 77 µM; on the % scale 0 is the no-effect control and ±100 the full control effect
Target sequence (P48426 whole entry, looked up): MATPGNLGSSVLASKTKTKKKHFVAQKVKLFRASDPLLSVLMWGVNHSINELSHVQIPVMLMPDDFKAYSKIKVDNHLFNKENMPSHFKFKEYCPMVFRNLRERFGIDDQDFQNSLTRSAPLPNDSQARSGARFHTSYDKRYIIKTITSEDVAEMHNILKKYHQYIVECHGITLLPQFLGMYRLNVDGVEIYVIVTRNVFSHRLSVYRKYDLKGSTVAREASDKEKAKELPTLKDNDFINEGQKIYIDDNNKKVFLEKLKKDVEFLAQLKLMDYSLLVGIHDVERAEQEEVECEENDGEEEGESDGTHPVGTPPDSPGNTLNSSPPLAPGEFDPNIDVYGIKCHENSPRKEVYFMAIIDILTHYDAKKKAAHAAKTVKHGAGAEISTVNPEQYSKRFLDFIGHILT
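Compounds were pin-transferred onto PI5P4Kalpha and substrate in HEPES pH 7.4 buffer with EGTA, CHAPS and 5% DMSO. ATP (5 microM final) started the reaction, which ran 60 minutes at room temperature before ADP-Glo detection.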
PLK1 PBD block: qHTS for Inhibitors of PLK1-PDB (polo-like kinase 1 - polo-box domain): Primary Screen; AID 720504, 2013; Plk1 PBD binding of FITC phosphopeptide, fluorescence polarization; Potency, µM, without a hit: max response, negative = inhibition, usual class: inhibitors; 360,000 tested, 2.8% active; Serine/threonine-protein kinase PLK1 (Homo sapiens), P53350; further: potency means the concentration at half of the fitted maximal effect; series mostly up to about 57 µM; on the % scale 0 is the no-effect control and ±100 the full control effect; nearly all actives have a fitted effect of over 65% in size
Target sequence (P53350 whole entry, looked up, the tested form may be a part): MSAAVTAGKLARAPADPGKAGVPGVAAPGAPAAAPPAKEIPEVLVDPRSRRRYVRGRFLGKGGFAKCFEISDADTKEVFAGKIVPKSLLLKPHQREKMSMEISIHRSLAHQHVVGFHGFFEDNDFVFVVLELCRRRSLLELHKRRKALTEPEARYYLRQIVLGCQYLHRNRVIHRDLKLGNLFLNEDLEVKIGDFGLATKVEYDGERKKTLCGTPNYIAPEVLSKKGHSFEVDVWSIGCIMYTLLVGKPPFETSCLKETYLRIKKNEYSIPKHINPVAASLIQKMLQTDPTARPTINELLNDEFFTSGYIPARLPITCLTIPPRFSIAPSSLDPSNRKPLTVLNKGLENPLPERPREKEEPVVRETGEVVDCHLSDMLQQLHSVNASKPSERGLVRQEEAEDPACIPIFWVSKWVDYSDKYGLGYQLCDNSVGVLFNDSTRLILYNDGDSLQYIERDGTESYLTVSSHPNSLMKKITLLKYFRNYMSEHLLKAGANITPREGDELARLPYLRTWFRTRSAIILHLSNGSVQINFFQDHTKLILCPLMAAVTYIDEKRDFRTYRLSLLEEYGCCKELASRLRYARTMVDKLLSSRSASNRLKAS
Numbers without * were called inactive; i = inactive; ? = inconclusive; . = no result given; [ ] = dose if it differs, or a comment. Unless noted, the call rests on the fitted dose curve; in most records, active means well fitted curve in the direction sought with a large enough effect; inconclusive means small, poorly fitted or top-dose-only effect, or another doubt; inactive means no such curve, though single readings can be large; an effect the other way counts as inactive or inconclusive.

SMILES	EPAC1 antagonist	GLP1R ag	IL-2 act	GLP1R inv ag	HEK293 tox	EPAC1 agonist	PTHR1 ag	PI5P4Ka inh	PLK1 PBD block
Cc1ccc(CNc2cccnc2)cc1	-5%	-5%	2.5	-31%	7%	3%	i	1	2%
O=C(O)c1ccc(Nc2nc3c(s2)CCCC3)cc1	0%	-5%	-0.2	1.8µM*	-12%	12%	-33%	?	?
CCCCC(=O)N(C)c1c(CC)nc2c(OCC(=O)N(C)C)cccn12	-12%	-1%	-0.2	16%	8%	-18%	i	4	-7%
O=C(NC1CCCCCCC1)c1c(O)c2ccccc2[nH]c1=O	-1%	0%	-1.1	-11%	22%	-1%	-10%[57.5 µM]	.	1%
CC(=O)Nc1cc(NC(=O)C2C3C=CC(C3)C2C(=O)O)ccc1Cl (configuration not stated)	7%	-6%	-2.5	3%	-23%	-4%	-21%	0	-5%
CC(C)CN1CCC(=O)N(CCO)CC1	-5%	-5%	0.5	17%	10%	8%	11%	4	-1%
CCN1C(=NCCCOC(C)C)N[C@@H](c2ccccc2)[C@H](C(=O)OC)[C@H]1C	0%	-2%	0.2	10%	4%	6%	-9%	-4	-12%
CCOC(=O)C1Cn2c(nc3c(c2=O)C(C)(C)Cc2ccccc2-3)S1 (configuration not stated)	3%	4%	-1.1	?	-1%	9%	i	4	-2%
CC1=NN(C(N)=S)C(=O)C1N=Nc1cccc(Cl)c1 (configuration not stated)	12%	-5%	0.1	?	?	-6%	-22%	-7	-13%
COc1ccc(S(=O)(=O)Nc2ccc(N3CCOCC3)cc2)cc1[N+](=O)[O-]	-2%	17%	0.9	6%	2%	8%	i	3	-7%
CC(C)c1ccc(C2N=C(N)Nc3nc4ccccc4n32)cc1 (configuration not stated)	.	1%	.	-5%	7%	.	-7%	.	.
CCOc1ccc(C(C)=O)cc1COc1ccc(-c2nnco2)cc1	-3%	22%	-1.4	84%[activator]	-1%	4%	i	-2	-6%
Cc1cccc(C)c1N1CCN(C(=O)Cn2cncn2)CC1	-8%	3%	-2.5	3%	10%	-2%	-5%	-6	?
CC(C)c1nc(Cl)c(C#N)c2c1CCCC2	-11%	6%	-1.1	3%	0%	4%	-22%	3	-11%
COc1ccc([N+](=O)[O-])cc1NC(=O)CC(c1ccccc1)c1ccccc1	-18%	1%	-3.8	?	19%	-6%	i	2	-11%
CCOC(=O)N1CCN(C(=O)C2CCN(Cc3cccc(OCc4ccccc4)c3)CC2)CC1	0%	-11%	-0.2	?	?	8%	-17%	14	2%
O=C(COc1ccccc1)Nc1cccc2c1CCCC2	0%	8%	-0.2	?	-3%	3%	-28%[57.5 µM]	4	-4%
COc1ccc(-c2ccc(C(=O)Nc3ccc(C(C)C)cc3)c3occc23)c(C)c1	5%	-6%	2.8	-24%	0%	8%	-18%	-7	-8%
CCO[C@H]1OC(C(=O)NC2CC2)=C[C@@H](c2coc3ccccc3c2=O)[C@@H]1CCCO	15%	-3%	-0.2	-4%	4%	8%	-1%	0	-7%
O=C(c1ccco1)N1CCN(C(=S)Nc2ccccc2C(F)(F)F)CC1	-29%	2%	-3.4	-26%	-6%	-4%	-11%	5	-12%
Cc1cc2c(c(=O)n1Cc1ccccn1)C(c1ccc3c(c1)OCO3)C(C#N)=C(N)O2 (configuration not stated)	3%	9%	2.6	7%	1%	0%	-6%[57.5 µM]	1	-4%
CN1CC(c2ccccc2)C2(COc3ccccc3C2=O)C12C(=O)Nc1ccccc12 (configuration not stated)	-17%	-6%	0.4	?	-2%	4%	-27%	1	-1%
O=C(O)CCN=CC1=C(O)CC(c2ccccc2)CC1=O (configuration not stated)	-13%	-4%	0.0	4%	7%	-4%	i	-21	-6%
OCCN1CCN(c2nc(-c3ccccc3O)nc3ccccc23)CC1	-6%	24%	-0.4	?	-21%	15%	-19%	2	-11%
CCc1nn2c(NCCOC)cc(C)nc2c1-c1ccc(F)cc1	1%	12%	0.0	?	6%	-1%	-29%	-4	-6%

Some of these compounds in order of length of the SMILES, low to high.
SMILES	EPAC1 antagonist	GLP1R ag	IL-2 act	GLP1R inv ag	HEK293 tox	EPAC1 agonist	PTHR1 ag	PI5P4Ka inh	PLK1 PBD block
O=C(O)CCN=CC1=C(O)CC(c2ccccc2)CC1=O (configuration not stated)	-13%	-4%	0.0	4%	7%	-4%	i	-21	-6%
CCCCC(=O)N(C)c1c(CC)nc2c(OCC(=O)N(C)C)cccn12	-12%	-1%	-0.2	16%	8%	-18%	i	4	-7%
CC(=O)Nc1cc(NC(=O)C2C3C=CC(C3)C2C(=O)O)ccc1Cl (configuration not stated)	7%	-6%	-2.5	3%	-23%	-4%	-21%	0	-5%
CCOC(=O)C1Cn2c(nc3c(c2=O)C(C)(C)Cc2ccccc2-3)S1 (configuration not stated)	3%	4%	-1.1	?	-1%	9%	i	4	-2%
COc1ccc([N+](=O)[O-])cc1NC(=O)CC(c1ccccc1)c1ccccc1	-18%	1%	-3.8	?	19%	-6%	i	2	-11%

Further records
SMILES	EPAC1 antagonist	GLP1R ag	IL-2 act	GLP1R inv ag	HEK293 tox	EPAC1 agonist	PTHR1 ag	PI5P4Ka inh	PLK1 PBD block
Nc1ccc2nc(CCCCCCCCc3nc4ccc(N)cc4[nH]3)[nH]c2c1	-12%	-6%	0.4	26%	9%	-13%	?	-5	-12%
CCOC(=O)C1(CCc2ccccc2)CCN(C2Cc3ccccc3C2)CC1	2%	7%	2.7	-26%[7.66 µM]	1%[7.66 µM]	12%	-18%	6	-5%
CCn1cc(C(=O)NCCc2ccccc2)c(=O)c2cc(F)c(N3CCN(C)CC3)cc21	0%	1%	-0.5	?	8%	-7%	i	-1	-3%
Cc1nc2c(C(=O)NCCc3ccc(Cl)cc3)c[nH]n2c(=O)c1Cc1ccccc1F	.	-2%	.	?	-14%	.	-15%	.	.
O=C(NCc1ccco1)c1cc(S(=O)(=O)N2CCCc3ccccc32)ccc1Cl	-8%	2%	-2.0	4.5µM*	-6%	12%	i	-23	-4%
CCOC(=O)c1sc2ncnc(NCc3ccco3)c2c1C	-9%	-2%	2.1	1%	-26%	9%	-7%	?	-11%
Cc1ccc(NC(=O)c2oc3ccccc3c2NC(=O)C2CCCO2)cc1C (configuration not stated)	-24%	3%	-0.6	-1%[7.66 µM]	4%[7.66 µM]	15%	i	1	-27%
COc1ccc(OC(C)C(=O)Nc2ccc([N+](=O)[O-])cc2)cc1 (configuration not stated)	-6%	29%	-0.7	?	0%	-3%	i	7	-3%
COc1ccccc1NS(=O)(=O)c1ccc(C(=O)NCC(c2cccs2)N2CCOCC2)cc1 (configuration not stated)	-18%	-8%	0.3	11%	6%	4%	-1%	0	-16%
CCN1CCN(Cc2nc3c(c(=O)n(C)c(=O)n3C)n2Cc2cccc3ccccc23)CC1	3%	-4%	-0.6	-13%	6%	13%	-18%[57.5 µM]	.	-1%
O=C(NCc1ccc2c(c1)OCO2)c1ccc(NC(=O)C2CCCO2)cc1 (configuration not stated)	30%[activator]	1%	1.6	5%	7%	7%	i	.	-8%
CCO[C@H]1c2c(ccc3ccc(=O)oc23)OC(C)(C)[C@H]1O	-2%	0%	-0.4	13%	3%	-1%	i	2	-7%
COc1ccc(-c2cnc3c(NC(C)=O)cc(-c4ccccc4CN(C)C)cn23)cc1OC	3%	27%	0.0	2%	21%	-6%	-7%	-14	-15%
Cc1cccc(C)c1NC(=O)C(NC=O)c1ccccc1 (configuration not stated)	-3%	-31%[inhibitor]	0.8	0%	4%	-11%	i	0	-10%
COc1ccccc1Nc1nn2c(=O)c3ccc(C(=O)NCc4ccc(F)cc4)cc3nc2s1	.	0%	.	?	-14%	.	i	.	.
O=C(CNC(=O)c1cccs1)N/N=C/c1cccc(Br)c1	3%	4%	-1.3	18%	-7%	-7%	4%	0	-7%
CCCn1c(=O)sc2cc(NC(=O)c3ccccc3OCC)ccc21	.	3%	.	9%	1%	.	-34%[inhibitor]	.	.
O=C(CCN1C(=O)CSC1=O)Nc1ccccc1	4%	1%	-2.3	0%	-10%	-10%	i	-1	-5%
O=C(CSC(=S)N1CCCC1)c1ccccc1	6%	-6%	-0.6	?	-28%	2%	-27%	5	-7%
COCCCNC(=O)CC1C[C@H](C(=O)N2CCOCC2)[C@@]2(CCC3CCCC3)c3[nH]c4ccc(OC)cc4c3CCN2C1=O (some centres not stated)	-1%	-1%	-0.1	7%	-4%	-21%	-21%	4	-4%
COCC(C)OC(=O)/C(C#N)=C\c1coc2ccc(C)cc2c1=O (configuration not stated)	2%	1%	-1.1	-12%	3%	4%	-32%[inhibitor]	-22	11µM*
CCCNC(=O)C1(C)CCCN(C(=O)c2cccc(OC(C)=O)c2C)C1 (configuration not stated)	-9%	6%	0.9	8%	-6%	4%	i	-3	3%
COc1ccc(-c2nnc3sc(-c4ccco4)nn23)cc1OC	7%	6%	-1.7	134%[activator]	-12%	4%	-31%[inhibitor][57.5 µM]	.	-8%
COc1ccccc1NOC(=O)CCOc1ccccc1	-12%	12%	-0.1	?	-2%	1%	-4%	-4	0%
O=C(NCCCN1CCOCC1)c1cnn2c(-c3ccccc3)cc(-c3ccccc3)nc12	13%	1%	-0.3	15%	13%	-8%	-7%	14	-3%
CCOC(=O)[C@]12CCCC=C1N(CCc1ccc(OC)c(OC)c1)C(=O)[C@H](CC(=O)NCCc1ccccc1OC)C2	-15%	.	-0.8	2%	-8%	-7%	i	11	-8%
O=C1c2cccnc2C(O)N1Cc1cccs1 (configuration not stated)	2%	-2%	-2.1	0%	17%	-2%	i	.	-3%

An excerpt (hit frequency here may not be typical).
